Vif-A3G inh = qHTS for Inhibitors of Vif-A3G Interactions: qHTS; AID 602310, 2012; HeLa A3G-eYFP + Vif (tagged APOBEC3G with the HIV-1 protein that degrades it), YFP fluorescence, overnight; Potency, µM (titrated, usually from 46.1 µM), without a hit: top-dose activity, negative = active, most hits filed as inhibitors; hit rate 0.076% among 410,000;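 note: % is set by controls: 0 for no effect and ±100 for the full control effect; nearly all actives have a fitted effect of over 60% in size; hits raise eYFP signal because A3G escapes Vif-driven loss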
Target sequence (Q9HC16 whole entry, looked up): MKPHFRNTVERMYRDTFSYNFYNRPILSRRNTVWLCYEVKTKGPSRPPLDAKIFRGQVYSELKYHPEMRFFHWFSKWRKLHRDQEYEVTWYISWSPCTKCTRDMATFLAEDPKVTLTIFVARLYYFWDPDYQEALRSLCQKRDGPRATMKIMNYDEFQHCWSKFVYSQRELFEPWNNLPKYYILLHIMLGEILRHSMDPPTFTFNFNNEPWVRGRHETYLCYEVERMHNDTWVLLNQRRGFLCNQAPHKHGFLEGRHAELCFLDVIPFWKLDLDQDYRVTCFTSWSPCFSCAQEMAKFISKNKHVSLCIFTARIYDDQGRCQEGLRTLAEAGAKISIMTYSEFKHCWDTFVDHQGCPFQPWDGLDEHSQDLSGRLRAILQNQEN
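Read-out is eYFP fluorescence (Ex 488/Em 500-530) from Vif-expressing HeLa A3G-eYFP cells; more signal means A3G escaped Vif-mediated degradation. Cells plated overnight, compound pinned in, incubated overnight at 37 deg C.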
12-LOX inh = Primary qHTS assay for inhibitors of human arachidonate 12S-lipoxygenase (ALOX12): Round 2; Polyunsaturated fatty acid lipoxygenase ALOX12 (Homo sapiens), P18054; purified 12hLO, xylenol orange hydroperoxide absorbance; Potency, µM (titrated, usually from 108 µM), inactives show at the top dose activity change, negative = inhibition, usual class: inhibitors; hit rate 1.1% among 580,000; note: % is set by controls: 0 for no effect and ±100 for the full control effect
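Purified human 12hLO at 150 nM in 25 mM Hepes, 0.01% Triton X-100, pH 7.0, preincubated 15 min at room temperature with compound. Reaction started with 40 uM arachidonic acid, 30 min at room temperature. Hydroperoxide measured by Fe-xylenol orange, 573/405 nm absorbance ratio.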
rTrxR1 inhibitor = qHTS Assay for Inhibitors of Mammalian Selenoprotein Thioredoxin Reductase 1 (TrxR1): qHTS. hit rate 1% among 390,000. Thioredoxin reductase 1, cytoplasmic (Rattus norvegicus), O89049. recombinant rTrxR1, NADPH fluorescence consumption, selenite substrate. Potency, µM (doses to about 114 µM), for inactives: at the top dose activity change, negative = inhibition, usual class: inhibitors. AID 588453, 2011; note: % is set by controls: 0 for no effect and ±100 for the full control effect; nearly all actives have a fitted effect of over 65% in size
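Rat TrxR1 (90 nM in the dispensed reagent) was pre-reduced with 400 uM NADPH for 5 min at room temperature, then incubated with compound for 15 min. After 400 uM selenite was added, NADPH fluorescence (Ex 340/Em 450 nm) was followed for 8 min.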
USP1-UAF1 inh = Inhibitors of USP1/UAF1: Primary Screen. Ubiquitin carboxyl-terminal hydrolase 1 (Homo sapiens), O94782. recombinant USP1/UAF1, Ub-Rhodamine cleavage fluorescence. Potency, µM (titrated, usually from 57.1 µM), inactives show at the top dose activity change, negative = inhibition, usual class: inhibitors. hit rate 0.23% among 390,000. AID 743255, 2014; note: % is set by controls: 0 for no effect and ±100 for the full control effect; nearly all actives have a fitted effect of over 60% in size; inactives centre near -12
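Step one: compound is pinned into 1nM USP1/UAF1 in HEPES pH 7.8 buffer with TCEP. Step two: 15 min room-temperature incubation. Step three: Ub-Rho (150nM final) starts cleavage, tracked by fluorescence over six one-minute reads.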
mIDH1 inhibitor = qHTS for Inhibitors of mutant isocitrate dehydrogenase 1 (IDH1): qHTS; Isocitrate dehydrogenase [NADP] cytoplasmic (Homo sapiens), O75874; IDH1-R132H enzyme, NADPH consumption, diaphorase/resazurin fluorescence; Potency, µM (top dose mostly 76.6 µM), without a hit: at the highest dose activity change, negative = inhibition, hits mostly inhibitors; hit rate 0.093% among 390,000; AID 602179, 2012; note: % is set by controls: 0 for no effect and ±100 for the full control effect; nearly all actives have a fitted effect of over 65% in size
Target sequence (O75874 whole entry R132H, stated change not applied): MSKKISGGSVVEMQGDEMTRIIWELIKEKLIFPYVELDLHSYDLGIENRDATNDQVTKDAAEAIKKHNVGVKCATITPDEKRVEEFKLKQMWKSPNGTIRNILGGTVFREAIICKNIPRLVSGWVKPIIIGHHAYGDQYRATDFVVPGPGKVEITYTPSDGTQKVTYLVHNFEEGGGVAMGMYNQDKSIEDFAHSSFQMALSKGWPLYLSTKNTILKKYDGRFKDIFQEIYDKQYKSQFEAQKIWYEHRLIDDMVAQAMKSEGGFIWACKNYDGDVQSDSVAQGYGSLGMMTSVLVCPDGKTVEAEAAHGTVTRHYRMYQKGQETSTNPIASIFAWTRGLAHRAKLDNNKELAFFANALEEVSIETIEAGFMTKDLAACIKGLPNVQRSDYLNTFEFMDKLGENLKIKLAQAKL
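IDH1-R132H (0.5 ug/mL dispensed) in pH 7.5 Tris buffer was preincubated 30 min with compound, then given a substrate mix of 0.016 mM NADPH and 2 mM alpha-KG for 80 min at room temperature; remaining NADPH was read by diaphorase/resazurin fluorescence.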
Vif-A3F inh = qHTS for Inhibitors of Vif-A3F Interactions: qHTS; HeLa A3F-eYFP + Vif (tagged APOBEC3F with the HIV-1 protein that degrades it), YFP fluorescence increase; Potency, µM (doses to about 46.1 µM), for inactives: at the top dose activity, negative = active; hit rate 0.2% among 390,000; AID 602313, 2012; note: % of control where 0% means no effect; nearly all actives have a fitted effect of over 65% in size
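HeLa cells stably expressing A3F-eYFP plus Vif, plated and incubated overnight at 37 deg C, then exposed to compounds overnight at 37 deg C. Blocked degradation read as raised yellow fluorescence (Ex 488/Em 500-530).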
RXFP1 agonist = qHTS Assay for Agonists of the Relaxin Receptor RXFP1 | Potency, µM (series often up to 57.5 µM), for the others: at the top dose activation, usual class: activators | HEK293T-RXFP1 cAMP TR-FRET, 30 min; response scale: percent of porcine relaxin response, buffer zero | hit rate 0.3% among 370,000 | AID 2676, 2010; note: % is set by controls: 0 for no effect and ±100 for the full control effect; nearly all actives have a fitted effect of over 60% in size; many of its hits are not listed in these tables
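HEK293 cells stably expressing RXFP1, treated 30 min at 37C with compounds plus PDE4 inhibitor Ro 20174; cAMP measured by HTRF TR-FRET. Normalized to buffer and 29 nM porcine relaxin; EC50 by Hill fit.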
RGS4 inh = Inhibitors of Regulator of G Protein Signaling (RGS) 4: qHTS | Transcreener GDP fluorescence polarization, RGS4-accelerated GTP hydrolysis | hit rate 0.039% among 390,000 | Potency, µM (titrated, usually from 114 µM), for inactives: top-dose activity change, negative = inhibition, actives largely listed as inhibitors | Regulator of G-protein signaling 4 (Homo sapiens), P49798; note: % is set by controls: 0 for no effect and ±100 for the full control effect; nearly all actives have a fitted effect of over 75% in size; some results filed as inactive show a strong effect at the top dose
Target sequence (P49798 whole entry, looked up): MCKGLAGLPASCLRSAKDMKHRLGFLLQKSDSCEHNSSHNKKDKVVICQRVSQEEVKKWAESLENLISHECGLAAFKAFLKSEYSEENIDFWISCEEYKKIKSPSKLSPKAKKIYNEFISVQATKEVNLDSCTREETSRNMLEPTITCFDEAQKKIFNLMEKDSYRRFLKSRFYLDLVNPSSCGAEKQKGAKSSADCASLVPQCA
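MLSMR compounds (23 nl, pin-transferred) preincubated 10 min at room temperature with a 500nM (2x) first reagent, then RGS4 at 900nM (2x) plus Transcreener GDP mix added; fluorescence polarization (620/688 nm) read before and after 90 min at 30 °C.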
TrxR1 substrate = qHTS Assay for Substrates of Mammalian Selenoprotein Thioredoxin Reductase 1 (TrxR1): qHTS; Thioredoxin reductase 1, cytoplasmic (Rattus norvegicus), O89049; purified TrxR1 substrate turnover, NADPH consumption readout; Potency, µM (series often up to 114 µM), for the others: top-dose activity change, negative = substrate turnover; hit rate 0.01% among 390,000; AID 588456, 2011; note: % is set by controls: 0 for no effect and ±100 for the full control effect; nearly all actives have a fitted effect of over 50% in size
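Rat TrxR1, dispensed at 90 nM, was prereduced with 400 uM NADPH (final) for 5 min at ~22 deg C, then incubated with compound 15 min before 400 uM selenite. A first-read NADPH fluorescence drop versus no-compound background flagged substrates.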
An asterisk follows results filed as active; [ ] = remark or other dose. Calls come from the whole dose curve; as a rule, active = well fitted curve in the direction sought with a large enough effect; inconclusive = small, poorly fitted or top-dose-only effect, or another doubt; inactive = no such curve, though single readings can be large; an effect the other way counts as inactive or inconclusive. Potency is the fitted concentration of half-maximal effect.

Screening CC(=O)c1cccc(Nc2nc3ccccc3n3cnnc23)c1 returned Vif-A3G inh -5%, 12-LOX inh 6%, rTrxR1 inhibitor 40%[57.1 µM], USP1-UAF1 inh inconclusive, mIDH1 inhibitor 6%, Vif-A3F inh 9%, RXFP1 agonist 7.7%, RGS4 inh -100% and TrxR1 substrate 14%[57.1 µM].
COc1ccc(S(=O)(=O)N2CCCCC2)cc1NC(=O)Cc1sc(C)nc1-c1ccc(F)cc1 was read as Vif-A3G inh -3%, 12-LOX inh -16%, rTrxR1 inhibitor -1%, USP1-UAF1 inh -4%, mIDH1 inhibitor 9%, Vif-A3F inh 8%, RXFP1 agonist -3.2%, RGS4 inh 3% and TrxR1 substrate -11%.
Screening O=C(Cn1nc(C(F)(F)F)c2c1CCC2)N1CCN(c2ccccc2)CC1 returned Vif-A3G inh -7%, 12-LOX inh 0%, rTrxR1 inhibitor 4%, USP1-UAF1 inh -13%, mIDH1 inhibitor 8%, Vif-A3F inh -3%, RXFP1 agonist 1.6%, RGS4 inh -3% and TrxR1 substrate 2%.
Screening O=C(NNC(=O)c1ccccc1O)c1ccc(NS(=O)(=O)c2ccc(F)cc2)cc1 returned Vif-A3G inh -2%, 12-LOX inh 14%, rTrxR1 inhibitor 11%[57.1 µM], USP1-UAF1 inh -9%, mIDH1 inhibitor -10%, Vif-A3F inh 0%, RXFP1 agonist 1.9%, RGS4 inh 24% and TrxR1 substrate 4%[57.1 µM].
For Cc1ccc(CN2C(=O)CSc3ccc(C(=O)NC4CC4)cc32)cc1 the results were Vif-A3G inh 2%, 12-LOX inh -5%, rTrxR1 inhibitor 20%, USP1-UAF1 inh -23%, mIDH1 inhibitor 2%, Vif-A3F inh -6%, RXFP1 agonist 4.4%, RGS4 inh -2% and TrxR1 substrate 4%.
CCN(CC)c1ccc(/C=N/N2CCOCC2)c(O)c1 was read as Vif-A3G inh 3%, 12-LOX inh 3%, rTrxR1 inhibitor -7%[57.1 µM], USP1-UAF1 inh -8%, mIDH1 inhibitor 3%, Vif-A3F inh -4%, RXFP1 agonist 0.6%, RGS4 inh -22% and TrxR1 substrate 3%[57.1 µM].
Screening COc1ccccc1NS(=O)(=O)c1ccc(C)c(C(=O)N2CCCC2)c1 returned Vif-A3G inh 2%, 12-LOX inh -4%, rTrxR1 inhibitor -4%, USP1-UAF1 inh -1%, mIDH1 inhibitor -11%, Vif-A3F inh 1%, RXFP1 agonist 1.7%, RGS4 inh 9% and TrxR1 substrate -2%.
Cc1ccc(/C(N)=N/OC(=O)c2ccc(C)cc2Cl)cc1 was read as Vif-A3G inh -5%, 12-LOX inh 4%, rTrxR1 inhibitor 10%, USP1-UAF1 inh -22%, mIDH1 inhibitor -1%, Vif-A3F inh -3%, RXFP1 agonist 1.0%, RGS4 inh 11% and TrxR1 substrate -1%.
O=[N+]([O-])c1ccccc1OCCCn1cnc2ccccc21 was read as Vif-A3G inh -8%, 12-LOX inh -13%, rTrxR1 inhibitor 1%[57.1 µM], USP1-UAF1 inh -4%, mIDH1 inhibitor 10%, Vif-A3F inh 5%, RXFP1 agonist 0.5%, RGS4 inh 12% and TrxR1 substrate 3%[57.1 µM].
Screening CC(C)=NNC(=O)C1=NNC(=O)C1 returned Vif-A3G inh 0%, 12-LOX inh 4%, rTrxR1 inhibitor 32%, USP1-UAF1 inh -23%, mIDH1 inhibitor -9%, Vif-A3F inh -4%, RXFP1 agonist 0.0%, RGS4 inh 7% and TrxR1 substrate 4%.
`CCCC(=O)Nc1cc(C)cn(Cc2c(F)cccc2Cl)c1=O` gave Vif-A3G inh 0%, 12-LOX inh -21%, rTrxR1 inhibitor 15%[57.1 µM], USP1-UAF1 inh inconclusive, mIDH1 inhibitor 10%, Vif-A3F inh 3%, RXFP1 agonist 0.0%, RGS4 inh 31% and TrxR1 substrate 3%[57.1 µM].
`COc1ccc(OCC(=O)Nc2ccc(N3CCN(C(=O)c4ccccc4)CC3)c(Cl)c2)cc1` gave Vif-A3G inh -2%, 12-LOX inh inactive, rTrxR1 inhibitor 0%, USP1-UAF1 inh -27%, mIDH1 inhibitor 3%, Vif-A3F inh -2%, RXFP1 agonist -2.4%, RGS4 inh -1% and TrxR1 substrate -5%.
Screening Cc1ccc(S(=O)(=O)NCC(=O)OCC(=O)N2N=C(c3ccc(Cl)cc3)CC2c2ccco2)cc1C (stereo not given) returned Vif-A3G inh 0%, 12-LOX inh -4%, rTrxR1 inhibitor -2%, USP1-UAF1 inh -19%, mIDH1 inhibitor 7%, Vif-A3F inh -6%, RXFP1 agonist -0.6%, RGS4 inh -14% and TrxR1 substrate -1%.
`Cc1cc(C)n(C(=O)c2ccc(NC(=O)C3CC3)cc2)n1` gave Vif-A3G inh -3%, 12-LOX inh 13%, rTrxR1 inhibitor -3%, USP1-UAF1 inh -8%, mIDH1 inhibitor 6%, Vif-A3F inh 3%, RXFP1 agonist 0.6%, RGS4 inh 9% and TrxR1 substrate -1%.
Screening CCCC(=O)Nc1ccc2oc(-c3ccc(OC)c(Br)c3)nc2c1 returned Vif-A3G inh -3%, 12-LOX inh inconclusive, rTrxR1 inhibitor 24%[57.1 µM], USP1-UAF1 inh -4%, mIDH1 inhibitor -2%, Vif-A3F inh -14%, RXFP1 agonist 0.4%, RGS4 inh 17% and TrxR1 substrate 37%[activator][57.1 µM].
`CNCC(O)c1ccc(O)c(O)c1` (stereo not given) gave Vif-A3G inh -1%, 12-LOX inh inconclusive, rTrxR1 inhibitor inconclusive, USP1-UAF1 inh inconclusive, mIDH1 inhibitor 0%, Vif-A3F inh 1%, RXFP1 agonist 18%, RGS4 inh 14%[56.9 µM] and TrxR1 substrate 4%[57.1 µM].
For COc1ccc(/C=C/CN2CCCC(CO)(Cc3cccc(Cl)c3)C2)cc1 (stereo not given) the results were Vif-A3G inh 5%, rTrxR1 inhibitor 4%, USP1-UAF1 inh -9%, mIDH1 inhibitor -2%, Vif-A3F inh -21%, RXFP1 agonist -2.0%, RGS4 inh -8% and TrxR1 substrate 1%.
`CCCCn1nnc(N(C(=O)c2cccs2)C(=O)c2cccs2)n1` gave Vif-A3G inh 1%, 12-LOX inh 0%, rTrxR1 inhibitor inconclusive, USP1-UAF1 inh -26%, mIDH1 inhibitor 3%, Vif-A3F inh -7%, RXFP1 agonist 0.7%, RGS4 inh -25% and TrxR1 substrate 0%.
CC(=O)O[C@H]1C2OC(=O)C(C)=C2[C@@H]2OC(=O)[C@]3(CCC4OC41C)OC23 (stereo not given in full) was read as Vif-A3G inh -17%, rTrxR1 inhibitor inconclusive, USP1-UAF1 inh -15%, mIDH1 inhibitor -15%, Vif-A3F inh -21%, RXFP1 agonist -0.6%, RGS4 inh -10% and TrxR1 substrate -8%.
Screening O=C(Nc1ccc(-n2cc(Br)cn2)cc1)c1ccncc1 returned Vif-A3G inh 0%, 12-LOX inh 15%, rTrxR1 inhibitor 18%, USP1-UAF1 inh -1%, mIDH1 inhibitor 0%, Vif-A3F inh 1%, RXFP1 agonist -0.1%, RGS4 inh -14% and TrxR1 substrate -2%.
Screening CC1CCC(NC(=O)c2cccc(S(=O)(=O)NCc3ccccc3)c2)CC1 (stereo not given) returned Vif-A3G inh 1%, 12-LOX inh -13%, rTrxR1 inhibitor 9%, USP1-UAF1 inh -13%, mIDH1 inhibitor -1%, Vif-A3F inh -12%, RXFP1 agonist -1.4%, RGS4 inh 3% and TrxR1 substrate -5%.
For O=C(COC(=O)c1ccccc1OCc1ccccc1Cl)NC1CCS(=O)(=O)C1 (stereo not given) the results were Vif-A3G inh -4%, 12-LOX inh 0%, rTrxR1 inhibitor 10%, USP1-UAF1 inh -11%, mIDH1 inhibitor 0%, Vif-A3F inh 2%, RGS4 inh -1% and TrxR1 substrate -3%.

Screens deposited in PubChem BioAssay by National Center for Advancing Translational Sciences (NCATS).

The list is partial; count on the stated rates, not on these rows.
